Tau FP inhib: blocks human tau fibril formation measured by polarization; K18 P301L tau heparin fibrillization, Alexa594 FP, 6 h; Potency, µM (titrated, usually from 57.7 µM), for inactives: at the top dose activity, negative = inhibition, most hits filed as inhibitors; 280,000 tested, 0.39% active; AID 1468; also: nearly all actives have a fitted effect of over 55% in size
Target sequence (P10636 561-689 P618L limits assumed): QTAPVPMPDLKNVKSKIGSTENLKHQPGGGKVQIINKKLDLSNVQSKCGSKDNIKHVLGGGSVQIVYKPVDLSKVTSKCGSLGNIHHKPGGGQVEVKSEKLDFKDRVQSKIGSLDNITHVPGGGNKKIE
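Quantitative HTS format: compounds meet 15 uM recombinant K18 P301L tau and Alexa 594-tau tracer in 100 mM sodium acetate pH 7; 20 uM heparin triggers fibrillization at 37 C over 6 hr; FP gives the signal.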
GoLoco inh red: inhibitors of human Gai1-RGS12 GoLoco interaction (red fluorophore). 230,000 tested, 0.44% active. Gai1:RGS12 GoLoco peptide FP, rhodamine, 10 min. Potency, µM (top dose mostly 61.6 µM), for inactives: at the highest dose activity, negative = inhibition, usual class: inhibitors. AID 880; active = well fitted inhibition curve with a large enough effect, not every such curve was filed as active; inactive = no such curve, though single readings can be large or run the other way; also: nearly all actives have a fitted effect of over 30% in size; many of its hits are not listed in these tables
L3MBTL1 block: inhibitors of human L3MBTL1; 230,000 tested, 0.66% active; AID 485360; AlphaScreen L3MBTL1–H3K9me1 peptide binding; Potency, µM (highest dose often 57.1 µM), inactives show top-dose activity, negative = inhibition, actives largely listed as inhibitors; Q9Y468; also: nearly all actives have a fitted effect of over 60% in size
Target sequence (Q9Y468 whole entry, looked up): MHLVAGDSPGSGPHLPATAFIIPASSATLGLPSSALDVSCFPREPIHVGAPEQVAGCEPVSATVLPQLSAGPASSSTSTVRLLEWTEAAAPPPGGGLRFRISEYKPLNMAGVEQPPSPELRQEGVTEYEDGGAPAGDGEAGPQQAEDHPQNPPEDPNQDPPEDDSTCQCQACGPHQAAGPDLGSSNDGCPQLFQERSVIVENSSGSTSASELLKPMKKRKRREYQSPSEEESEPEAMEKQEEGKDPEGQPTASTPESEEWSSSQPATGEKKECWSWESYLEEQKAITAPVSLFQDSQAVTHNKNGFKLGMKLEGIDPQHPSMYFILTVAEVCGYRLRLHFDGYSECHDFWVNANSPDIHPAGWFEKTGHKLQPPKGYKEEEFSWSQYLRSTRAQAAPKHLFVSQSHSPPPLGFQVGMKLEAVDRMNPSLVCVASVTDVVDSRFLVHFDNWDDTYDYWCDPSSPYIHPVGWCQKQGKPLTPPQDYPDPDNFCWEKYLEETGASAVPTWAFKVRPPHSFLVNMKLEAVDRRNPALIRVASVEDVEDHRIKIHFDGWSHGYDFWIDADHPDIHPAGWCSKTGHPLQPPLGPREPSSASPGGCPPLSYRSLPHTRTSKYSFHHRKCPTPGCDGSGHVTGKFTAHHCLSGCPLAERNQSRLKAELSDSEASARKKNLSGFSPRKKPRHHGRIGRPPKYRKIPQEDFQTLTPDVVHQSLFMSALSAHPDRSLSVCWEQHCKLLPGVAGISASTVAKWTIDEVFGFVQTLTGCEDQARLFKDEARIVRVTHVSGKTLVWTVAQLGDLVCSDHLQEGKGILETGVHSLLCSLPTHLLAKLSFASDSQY
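L3MBTL1 (50 nM) pre-complexed 30 min with biotinylated H3(1-15)K9me1 peptide (75 nM), then compounds added for 30 min at room temperature; AlphaScreen streptavidin donor/nickel chelate acceptor beads (10 ug/mL final) read after 30 min dark incubation.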
TexasRed fluor: alters Texas Red total fluorescence, flagging assay interference | TRb/SRC2 Texas Red total fluorescence interference | Potency, µM (titrated, usually from 106 µM), for inactives: top-dose fluorescence change, negative = quenching | 280,000 tested, 0.29% active | AID 1479; active = well fitted curve in either direction with a large enough effect; inconclusive = small, poorly fitted or top-dose-only effect
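Human TRβ ligand-binding domain (0.6 uM) and Texas Red SRC2 peptide (20 nM) in Tris buffer with 1 uM T3 and 5% DMSO were incubated with pinned compound for 5 hr at ambient temperature. Total fluorescence was computed as S + 2P (555/632 nm).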
Tau fibril ThT: blocks human tau fibril formation measured by thioflavin T; P10636; recombinant tau K18 P301L, heparin-induced fibrillization, ThT fluorescence; Potency, µM (doses to about 57.4 µM), for the others: at the highest dose activity, negative = inhibition, usual class: inhibitors; 270,000 tested, 2.1% active; also: nearly all actives have a fitted effect of over 55% in size
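ThT emission at 510 nm, taken 1 hr after adding 30 uM dye, quantifies aggregates formed when 20 uM heparin acts on human tau K18 P301L for 6 hr at 37 C.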
KDM4E inh: inhibitors of human JMJD2E histone demethylase; B2RXH2; JMJD2E catalytic domain, FDH-coupled NADH fluorescence (FDH is formaldehyde dehydrogenase); Potency, µM (titrated, usually from 57.1 µM), inactives show at the top dose activity change, negative = inhibition, most hits filed as inhibitors; 230,000 tested, 1.6% active; active = well fitted inhibition curve with a large enough effect, not every such curve was filed as active; inconclusive = small, poorly fitted or top-dose-only effect, or another doubt; inactive = no such curve, though single readings can be large or run the other way;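 also: 0% = wells with enzyme and -100% = buffer wells without enzyme; nearly all actives have a fitted effect of over 50% in size; many of its hits are not listed in these tables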
TRb SRC2 PPI: TRbeta-SRC2 interaction inhibition | TRbeta-SRC2 peptide binding, fluorescence polarization; receptor liganded with 1 µM T3 | Potency, µM (highest dose often 106 µM), for inactives: at the highest dose activity change, negative = inhibition, actives largely listed as inhibitors | 280,000 tested, 0.065% active | P10828;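 also: plate controls were bound peptide for no effect and peptide without receptor for full effect; nearly all actives have a fitted effect of over 50% in size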
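Decrease in fluorescence polarization of 20 nM Texas Red SRC2 coactivator peptide flagged inhibition of its binding to 0.6 uM TRb LBD; 1 uM T3 included, incubation 5 hr, ex 555/em 632 nm.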
RECQ1 inh: blocks DNA unwinding by human RECQ1; RECQ1 DNA unwinding, red fluorescence kinetic read; Potency, µM (top dose mostly 57.3 µM), inactives show at the highest dose activity, negative = inhibition, usual class: inhibitors; 240,000 tested, 0.54% active; P46063; AID 2549;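 also: plate controls were vehicle for no effect and no enzyme for full effect; nearly all actives have a fitted effect of over 30% in size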
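50 nM RECQ1T1 preincubated 15 min with compound in Tris pH 8.0 buffer with MgCl2, DTT, Tween-20 and 2.5 ug/ml poly(dI-dC); started with 200 nM TAMRA/BHQ-2 forked duplex and 2 mM ATP. Unwinding read as fluorescence (525/598 nm), two reads 2 h apart.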
Active calls of the source: *; i = inactive; ? = inconclusive; . = no result given; & = joins results of further samples; [ ] = remark or other dose. Unless noted, calls follow the shape of the dose curve; as a rule, active = well fitted curve in the direction sought with a large enough effect; inconclusive = small, poorly fitted or top-dose-only effect, or another doubt; inactive = no such curve, though single readings can be large; an effect the other way counts as inactive or inconclusive. Unless noted, % is scaled to controls: 0 for no effect and ±100 for the full control effect; potency is read from the fitted curve at half-maximal effect. An excerpt; the hit share may differ from the screen's.

Each structure is followed by: Tau FP inhib | GoLoco inh red | L3MBTL1 block | TexasRed fluor | Tau fibril ThT | KDM4E inh | TRb SRC2 PPI | RECQ1 inh
- Cc1ccc(C(=O)CCC2CCCCC2=O)cc1 (stereo unspecified)
  3% | 10% | . | -4% | -16% | 2% | 7% | -8%
- COc1ccc(-c2nc(N)n(S(=O)(=O)c3ccc(C)cc3)n2)cc1
  -15% | 3% | . | 3% | ? | ? | 6% | -9%
- COc1c(C)c2c(c(O)c1CC=C(C)CCC(=O)OCCN1CCOCC1)C(=O)OC2
  -4% | 1% | . | -2% | -3% | . | -3% | -5%
- CO[C@H]1COC(=O)C/C=C\[C@H](C)[C@H](OC)COC(=O)[C@@H](C)NC(=O)C/C=C\[C@@H]1C
  -1%[11.6 µM] | . | . | 6%[11.2 µM] | ? | . | 4%[11.2 µM] | i[11.5 µM]
- COc1ccccc1-c1noc(-c2ccc(NCC3CCCO3)c([N+](=O)[O-])c2)n1 (stereo unspecified)
  ? | . | . | -2% | -2% | . | 7% | .
- COc1cc2[nH]c(=O)n(Cc3ccc(C(=O)N4CCN(c5cc(Cl)ccc5C)CC4)cc3)c(=O)c2cc1OC
  ? | . | . | -2% | -10% | . | -1% | .
- CCOc1ccc(CNC(=O)CC(C)n2nc(C)cc2C)cc1OC (stereo unspecified)
  -8% | . | . | -31% | -4% | . | -1% | .
- O=C(Nc1ccccc1)c1cc2ccccc2[nH]1
  -14% | 3% | 4% | 2% | 14% | 4% | 5% | i
- COc1ccc(/C=C2\C(=O)ON=C2c2cccc([N+](=O)[O-])c2)cc1
  13% | 8% | . | -9% | ? | -7% | 3% | i
- Cc1ccc(NC(=S)NNC(=O)c2cccc([N+](=O)[O-])c2)cc1Cl
  5% | 0% | ? | -2% | ? | -3% | 4% | -6%
- CCCCN(CCCC)S(=O)(=O)c1ccc(C(=O)Nc2sc3c(c2C(N)=O)CCN(CC)C3)cc1
  -11% | . | . | -2% | -15% | . | 0% | .
- COc1ccc(CCC(=O)Nc2ccc(Br)cn2)cc1
  1% | 3% | 8% | -2% | -12% | -2% | -3% | -8%
- Cc1ccc(-n2c(N)c(C(=O)N3CCN(C)CC3)sc2=S)cc1
  ? | -5% | -6% | 1% | ? | -5% | -2% | -14%
- COc1cccc(CSc2nc3n(n2)C(c2ccc(C(=O)O)cc2)C(C(=O)Nc2ccccc2)=C(C)N3)c1 (stereo unspecified)
  5% | . | . | -2% | 6% | . | -6% | .
- Nc1nc(SCc2ccc(Br)cc2)[nH]c(=O)c1-c1ccccc1
  -7% | -4% | -7% | 1% | -17% | -17% | -5% | i
- Cc1nn(Cc2ccc(F)cc2)c(C)c1NC(=O)c1noc2c1CCc1ccccc1-2
  -14%&-5% | 2% | -8% | ? | -2%&-17% | -14% | -12%&4% | -31%
- Cc1cc(=O)[nH]c(N/N=C/c2ccc(C)o2)n1
  -10% | 6% | 15% | -8% | -6% | ? | -7% | -3%
- COC(=O)C1(C)Cc2cc(OC(C)=O)c(OC(C)=O)cc2N1 (stereo unspecified)
  -8% | -15% | . | -3% | ? | ? | 6% | -7%
- Cc1ccc2c(c1)N(C(=O)N1CCC(C(=O)NCc3cccc(Br)c3)CC1)CCO2
  ? | . | . | -2% | ? | . | -3% | .
- CCc1ccc(Nc2nnc(SCC(=O)NCCN3C(=O)CSC3=O)s2)cc1
  -2% | 12% | 5% | 0% | -3% | 6% | -1% | -15%

Remaining list, next part:
Each structure is followed by: Tau FP inhib | GoLoco inh red | L3MBTL1 block | TexasRed fluor | Tau fibril ThT | KDM4E inh | TRb SRC2 PPI | RECQ1 inh
- COc1ccc(N2CCN(CCNC(=O)c3nnc(Cc4c(F)cccc4Cl)o3)CC2)cc1
  10% | -7% | . | -2% | -12% | 9% | -5% | i
- CCOc1ccc(N=c2oc3cc(O)ccc3cc2C(=O)NCC2CCCO2)cc1 (stereo unspecified)
  -7% | 19% | . | 0% | -7% | ? | 0% | i
- NC(=S)Nc1cccc2cnccc12
  1% | 5% | 9% | -5% | -9% | -3% | -5% | 4%
- CCOc1cccc(C(=O)c2ccc(O)c(O)c2O)c1
  ? | -4% | . | 0% | 22µM* | 10µM* | 5% | ?
- N#C/C(=C\c1cccn1-c1ccccc1)C(=O)NC1CCCCC1
  3% | -30% | -4% | -71% | -11% | -2% | -16% | -12%
- CCC/C=C(\CCC)C(NC(=O)c1ccc(C(F)(F)F)cc1)c1ccccc1 (stereo unspecified)
  7% | 3% | . | 1% | -4% | -7% | 1% | i
- O=C(c1noc2c1CCCC2)N1CCc2c([nH]c3ccccc23)C1c1ccccn1 (stereo unspecified)
  1% | -7% | -12% | 0% | -12% | -5% | -2% | -13%
- CC(=O)Nc1nc2c(s1)C(=O)NCC(C)(C)C2
  -9% | -10% | -3% | -4% | -2% | 6% | -1% | -9%
- COc1ccc(/C=C(/C#N)C(=O)NC2CCCCC2)cc1Br
  -7% | -14% | -5% | 4% | ? | -4% | -1% | 0%
- CN(C)C(=O)CSc1cnc2ccccc2n1
  8% | 5% | -22% | -2% | -3% | -22% | -9% | 6%
- Cc1nc(-c2ccc(S(=O)(=O)N3CCN(c4cccc(Cl)c4)CC3)cc2)co1
  -4% | . | . | -5% | 3% | . | 2% | .
- CCN(C(=O)c1ccc(C)c(Br)c1)c1ccccc1
  1% | 1% | 25% | -3% | -4% | 0% | -3% | i
- CC1CCN(C(=O)Cn2c(=O)oc3ccccc32)CC1
  1% | 0% | -4% | 1% | -4% | -3% | -2% | i
- O=C1c2ccccc2NC2(CCCCC2)N1N=C1CCCCC1
  2% | 5% | -1% | -1% | 3% | ? | 2% | -5%
- Cc1ccc(C(NC(=O)N2CCCC2)C(Cl)(Cl)Cl)cc1F (stereo unspecified)
  -3% | 1% | 2% | -1% | -4% | 5% | 1% | -14%
- CCNC(=O)CSc1nc2cc([N+](=O)[O-])ccc2n1-c1cccc(C(F)(F)F)c1
  7% | -3% | 4% | -37% | -5% | 1% | -5% | -4%
- COc1cccc(CNCCSc2nnnn2C)c1OCc1ccccc1F
  -4% | . | . | -25% | -2% | . | 4% | .
- Cc1ccc(-c2ccc(CCC(=O)O)n2Cc2ccco2)cc1
  2% | 18% | . | -6% | ? | ? | -1% | -19%
- CCOc1ccc2nc(NC(=O)c3ccc(OCC4CCCO4)cc3)sc2c1 (stereo unspecified)
  -3% | -14% | 4% | 1% | -5% | ? | -14% | -2%
- CCC(=O)NC(Nc1ncc(C)s1)(C(=O)OC)C(F)(F)F (stereo unspecified)
  7% | 10% | -4% | -1% | 7% | -3% | -3% | -3%

Shown as comma-separated lines: part of the list above.
compound,Tau FP inhib,GoLoco inh red,L3MBTL1 block,TexasRed fluor,Tau fibril ThT,KDM4E inh,TRb SRC2 PPI,RECQ1 inh
COc1ccccc1-c1noc(-c2ccc(NCC3CCCO3)c([N+](=O)[O-])c2)n1 (stereo unspecified),?,.,.,-2%,-2%,.,7%,.
Cc1nc(-c2ccc(S(=O)(=O)N3CCN(c4cccc(Cl)c4)CC3)cc2)co1,-4%,.,.,-5%,3%,.,2%,.

Next part.
Each structure is followed by: Tau FP inhib | GoLoco inh red | L3MBTL1 block | TexasRed fluor | Tau fibril ThT | KDM4E inh | TRb SRC2 PPI | RECQ1 inh
- COc1ccc(CNC(N)=O)cc1OC
  10% | 5% | . | -3% | -8% | 1% | 3% | -10%
- Cc1cccc(C)c1Nc1c(-c2ccccn2)nc2c(C)cccn12
  -12% | . | . | 1% | ? | . | -5% | .
- CCOC(=O)N1CCN(c2c(-c3ccccc3)c3cc(Cl)ccc3[nH]c2=O)CC1
  5% | -12% | -13% | -2% | -3% | 1% | -4% | -7%
- CN(c1cccc(NC(=O)c2ccc(Cl)c(S(=O)(=O)Nc3ccccc3)c2)c1)S(C)(=O)=O
  ? | -18% | -7% | -8% | 12% | ? | -1% | -15%
- COc1ccc(CNC(=O)c2csc(Cc3ccc(Cl)cc3)n2)cc1
  -9% | 3% | 13% | -5% | ? | 5% | -3% | -12%
- COc1cc2c(cc1OC)C(COc1cc(C)cc(C)c1)N(C(=O)COc1ccccc1)CC2 (stereo unspecified)
  12% | . | . | 1% | -8% | . | 5% | .
- COc1cccc(CNC(=O)c2cc(Sc3cccc(Cl)c3)nc3ccccc23)c1
  0% | . | . | -1% | 9% | . | 3% | .
- Cc1cccc(OCC(=O)N(C)CCc2ccccn2)c1
  9% | -4% | . | -6% | -3% | ? | 1% | i
- CCOC(=O)COc1c(Br)cc(C2NC(=O)NC(C)=C2C(C)=O)cc1OC (stereo unspecified)
  1% | 32%[activator] | -23% | -4% | -4% | -9% | -1% | -3%
- CC(C)OC(=O)C(C(=O)C(F)(F)F)c1cc(NS(=O)(=O)c2ccc3ccccc3c2)c2ccccc2c1O (stereo unspecified)
  -12% | -1% | -12% | 0% | ? | ? | 1% | -2%
- COC(=O)c1nnn(-c2nonc2N)c1CSc1nc2ccccc2o1
  -4% | 2% | -11% | 0% | -17% | 3% | -4% | -5%
- Cn1c(COc2ccc(Br)cc2)nnc1SC1CCc2ccccc2C1=O (stereo unspecified)
  ? | -5% | -10% | ? | 32µM* | ? | -2% | -8%
- Cc1nn(C)cc1CNC(=O)c1cccc(F)c1
  4% | -6% | 1% | 2% | 7% | 11% | 4% | i
- Cc1cc(N2CCN(C)CC2)n2nc(-c3ccc(Cl)cc3)nc2n1
  -2% | 1%[14.2 µM] | . | -4% | -5% | 2% | -3% | -3%
- CCC(C)(C)n1nnnc1C(c1cc2cc(C)ccc2[nH]c1=O)N1CCCC1 (stereo unspecified)
  3% | 19% | -13% | -1% | -18% | ? | 2% | -4%
- Cc1ccc(S(=O)(=O)N2CCC(C(=O)Nc3cc(C)ccc3C)CC2)cc1
  1% | . | . | 0% | -6% | . | -1% | .
- COc1cccc(CSc2nnc(-c3ccco3)n2C)c1
  -4% | -5% | -10% | -7% | 5% | -1% | 4% | 2%
- Cc1c[n+]([O-])n(-c2ccc(C(=O)O)cc2)n1
  -2% | 0% | . | -3% | 0% | -4% | 3% | 5%
